IL-1B inflam inh: inflammasome signaling inhibition, IL-1 beta readout. THP-1 LPS/ATP IL-1B secretion, AlphaLISA, 16 h; active compounds read low. activity change, % at 57.5 µM. 360,000 compounds, 4.7% hits. AID 743279; in the data active = activity change below about -50%; inconclusive = mostly about -30% to -49%; note: % is set by controls: 0 for no effect and ±100 for the full control effect
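Secreted IL-1B measured by AlphaLISA bead assay after 16 h compound exposure of THP-1 cells; compounds (final up to 57.5 uM) added 1 h before LPS (250 ng/mL) and ATP (1.25 mM) stimulation; lower signal means less secretion.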
ATXN2 expr inh: inhibitors of ATXN2 expression; HEK-293 ATXN2-luciferase reporter, luminescence, 24 h; Potency, µM (series often up to 57 µM), for the others: at the highest dose activity change, negative = inhibition, usual class: inhibitors; 360,000 compounds, 0.72% hits; note: potency is the fitted concentration of half-maximal effect; % is set by controls: 0 for no effect and ±100 for the full control effect; nearly all actives have a fitted effect of over 55% in size
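qHTS (up to 57 uM final) was run with 24 h compound exposure of reporter cells at 37 °C. Each well was multiplexed: SteadyGlo luminescence measured ATXN2-luciferase expression after a fluorogenic Gly-Phe-AFC viability readout (25 uM final).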
KB-3-1 tox: KB-3-1 parental cell cytotoxicity; 400,000 compounds, 1.4% hits; KB-3-1 viability, CellTiter-Glo ATP luminescence, 72 h; Potency, µM (highest dose often 46.1 µM), for inactives: at the highest dose activity change, negative = cytotoxic, hits mostly cytotoxic; note: potency is the fitted concentration of half-maximal effect; % is set by controls: 0 for no effect and ±100 for the full control effect; nearly all actives have a fitted effect of over 60% in size
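KB-3-1 cells, DMEM (no phenol red) + 10% FBS; compound by pin transfer, 72 h, 37 °C. Readout: CellTiter-Glo luminescence after 10 min. Data normalized, curve-fitted.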
MCF10A rerep: inducers of DNA re-replication in MCF 10A breast cells | Potency, µM (series often up to 46.1 µM), without a hit: at the top dose activity, positive = re-replication, most hits filed as activators | 350,000 compounds, 2.9% hits | MCF 10A DNA re-replication, Hoechst nuclear intensity, 48 h; note: potency is the fitted concentration of half-maximal effect; % of control where 0% means no effect; nearly all actives have a fitted effect of over 50% in size
SW480 rereplic: DNA re-replication induction in SW480 cells | SW480 DNA re-replication, Hoechst DNA content imaging, 48 h | Potency, µM (titrated, usually from 46.1 µM), without a hit: at the top dose re-replication activation, actives largely listed as activators | 340,000 compounds, 1.8% hits; note: potency is the fitted concentration of half-maximal effect; % of control where 0% means no effect; nearly all actives have a fitted effect of over 55% in size
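SW480 cells exposed to compounds for 48 hr at 37 C, 5% CO2, then Hoechst-stained 40 min. Nuclear DNA content imaged by fluorescence scanning (405 nm excitation, 500-530 nm emission); re-replication scored as increased high-intensity nuclei.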
KB-V1 MDR tox: KB-V1 MDR subline cytotoxicity; Potency, µM (highest dose often 46.1 µM), without a hit: at the highest dose activity change, negative = cytotoxicity, most hits filed as cytotoxic; KB-V1 MDR cells viability, CellTiter-Glo, 72 h; 400,000 compounds, 3.4% hits; note: potency is the fitted concentration of half-maximal effect; % is set by controls: 0 for no effect and ±100 for the full control effect; nearly all actives have a fitted effect of over 60% in size
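KB-V1, DMEM (no phenol red) + 10% FBS; cpd pin-transferred, titration series; 72 h, 37 degrees C; CellTiter-Glo, luminescence. Data normalized, curve-fit.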
HT1080 IDH1KD tx: kills HT-1080 cells with IDH1 knockdown; HT-1080 IDH1 knockdown viability, ATP luminescence, 48 h; 360,000 compounds, 2% hits; AID 686971; Potency, µM (doses to about 46.1 µM), for inactives: top-dose activity, negative = toxicity, usual class: cytotoxic;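 note: potency is the fitted concentration of half-maximal effect; 0% = DMSO wells and -100% = cell-free medium wells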
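IDH1KD HT-1080 cells, 750/well, RPMI + 5% FBS; compound pinned after 2 h settling; 48 h, 37 °C; CellTiter-Glo luminescence; % activity normalised to DMSO and no-cell wells; curves fitted, classed by r2 and efficacy.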
WRN helicase inh: inhibitors of human WRN helicase; WRN helicase unwinding, fluorescent forked duplex, kinetic; 360,000 compounds, 0.46% hits; Potency, µM (highest dose often 114 µM), inactives show top-dose activity change, negative = inhibition, hits mostly inhibitors; Q14191; AID 651768; note: potency is the fitted concentration of half-maximal effect; % is set by controls: 0 for no effect and ±100 for the full control effect; nearly all actives have a fitted effect of over 55% in size
Target sequence (Q14191 whole entry, looked up): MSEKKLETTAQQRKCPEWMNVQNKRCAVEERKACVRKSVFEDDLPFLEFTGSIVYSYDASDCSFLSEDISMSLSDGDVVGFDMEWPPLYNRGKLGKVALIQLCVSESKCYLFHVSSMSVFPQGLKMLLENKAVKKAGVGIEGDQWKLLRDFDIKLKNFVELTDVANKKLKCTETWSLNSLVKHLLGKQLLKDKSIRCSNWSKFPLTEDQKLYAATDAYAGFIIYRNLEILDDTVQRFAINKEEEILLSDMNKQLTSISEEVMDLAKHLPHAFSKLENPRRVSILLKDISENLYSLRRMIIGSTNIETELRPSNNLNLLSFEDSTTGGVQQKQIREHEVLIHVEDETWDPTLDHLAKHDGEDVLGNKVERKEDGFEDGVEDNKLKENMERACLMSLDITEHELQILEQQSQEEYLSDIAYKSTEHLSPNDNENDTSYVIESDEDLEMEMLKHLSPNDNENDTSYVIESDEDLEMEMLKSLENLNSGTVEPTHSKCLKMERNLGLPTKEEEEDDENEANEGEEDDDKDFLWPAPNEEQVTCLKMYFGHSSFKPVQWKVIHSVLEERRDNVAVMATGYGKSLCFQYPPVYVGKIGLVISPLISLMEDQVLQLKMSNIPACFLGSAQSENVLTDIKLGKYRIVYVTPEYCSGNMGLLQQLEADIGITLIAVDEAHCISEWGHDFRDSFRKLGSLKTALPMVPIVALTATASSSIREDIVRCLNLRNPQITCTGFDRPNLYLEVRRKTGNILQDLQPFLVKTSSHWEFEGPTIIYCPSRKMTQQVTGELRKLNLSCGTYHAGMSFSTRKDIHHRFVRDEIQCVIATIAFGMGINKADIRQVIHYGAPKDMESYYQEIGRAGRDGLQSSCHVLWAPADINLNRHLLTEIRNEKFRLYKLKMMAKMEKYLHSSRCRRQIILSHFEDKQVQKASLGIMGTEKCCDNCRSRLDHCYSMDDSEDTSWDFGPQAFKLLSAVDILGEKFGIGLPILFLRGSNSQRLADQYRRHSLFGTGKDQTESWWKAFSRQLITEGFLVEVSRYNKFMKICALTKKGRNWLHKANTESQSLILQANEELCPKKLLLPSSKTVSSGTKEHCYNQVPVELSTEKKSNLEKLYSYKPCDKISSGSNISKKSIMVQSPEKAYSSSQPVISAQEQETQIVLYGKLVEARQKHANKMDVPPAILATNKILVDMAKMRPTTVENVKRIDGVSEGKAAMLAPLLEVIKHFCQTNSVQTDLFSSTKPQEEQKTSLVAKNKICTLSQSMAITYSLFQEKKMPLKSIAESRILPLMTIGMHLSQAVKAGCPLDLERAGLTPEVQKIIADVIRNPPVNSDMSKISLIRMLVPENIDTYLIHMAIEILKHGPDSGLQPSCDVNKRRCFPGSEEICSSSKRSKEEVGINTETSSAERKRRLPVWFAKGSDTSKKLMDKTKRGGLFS
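WRN at 20 nM final preincubated with compound 15 min at room temperature; reaction started with 100 nM fluorophore/quencher forked duplex oligonucleotide and 2 mM ATP final. Unwinding followed kinetically by red fluorescence (ex 525, em 598 nm).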
HT1080NT lethal: kills 2HG-producing HT-1080-NT fibrosarcoma cells; HT-1080-NT fibrosarcoma viability, CellTiter-Glo ATP luminescence, 48 h; 360,000 compounds, 1.6% hits; Potency, µM (doses to about 46.1 µM), for inactives: at the top dose activity, negative = less viability, hits mostly cytotoxic;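 note: NT is the 2HG producing partner of a matched IDH1 knockdown line; potency is the fitted concentration of half-maximal effect; 0% = DMSO-treated cells and -100% = media-only wells without cells; nearly all actives have a fitted effect of over 55% in size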
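750 cells/well, RPMI + 5% FBS; 2 h settle, compound pin-transfer, 48 h at 37 degrees C. CellTiter-Glo 10 min RT, luminescence. Normalized to DMSO and media-only wells.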
Active calls of the source: *; i = inactive; ? = inconclusive; . = no result given; [ ] = remark or other dose. Unless noted, calls come from the whole dose curve; as a rule, active = well fitted curve in the direction sought with a large enough effect; inconclusive = small, poorly fitted or top-dose-only effect, or another doubt; inactive = no such curve, though single readings can be large; an effect the other way counts as inactive or inconclusive.

Under each structure – IL-1B inflam inh, ATXN2 expr inh, KB-3-1 tox, MCF10A rerep, SW480 rereplic, KB-V1 MDR tox, HT1080 IDH1KD tx, WRN helicase inh, HT1080NT lethal
COc1ccc(S(=O)(=O)N2CCC(C(=O)N3CCc4ccccc4C3)CC2)cc1C
    ?, -18%, 1%, 2%, 3%, 6%, -27%, -6%, -18%
NC(=S)Cc1ccc(Cl)cc1Cl
    -3, -16%, -1%, -1%, -10%, 3%, -17%, -1%, -2%
COc1ccc(CC(=O)Nc2nnc(CC(C)C)s2)cc1S(=O)(=O)N1CCOCC1
    7, -1%, 20%, -3%, -6%, -9%, -14%, 14%, -11%
CN(CCOC(=O)c1ccco1)Cc1ccccc1
    0, 1%, 1%, -2%, -5%, 0%, 13%, -17%, 16%
COCCNC(=S)Nc1ccc(N2CCOCC2)c(S(=O)(=O)Nc2ccc(Cl)cc2)c1
    -3, ., 2%, ., ., 3%, 5%, 13%, -2%
Cc1ccc(CNC(=O)CNC(=S)N(Cc2ccccc2)Cc2ccccc2F)cc1
    -69*, ?, 0%, ?, 15%, ?, ?, -33%, ?
COC(=O)C(NC(=O)c1ccccc1)(Nc1nccs1)C(F)(F)F (stereo not given)
    10, 7%, -13%, 5%, 0%, -35%, 6%, -1%, 2%
Cc1ccc(-n2cnc3c(=O)[nH]cnc32)cc1
    2, 1%, ?, -26%, -1%, 9.2µM*, 11%, -11%, 0%
Cc1nc2cc(NC(=O)COc3ccc(C#N)cc3)ccc2n1-c1ccccc1
    -13, -6%, -2%, 22%, -7%, -17%, -2%, 0%, -10%
CSc1ccccc1C(=O)NCCS(=O)(=O)N1CCN(c2ccc(F)cc2)CC1
    -4, -7%, -1%, 2%, -5%, ?, -12%, 1%, -13%
CN(C)S(=O)(=O)c1cccc(NC(=O)c2ccc(S(=O)(=O)N3CCCCC3)cc2)c1
    2, -6%, -4%, -5%, -11%, -8%, -6%, 2%, -9%
CCOC(=O)N1CCN(Cc2nc3cc(NC(=O)c4ccco4)ccc3n2CC)CC1
    i, 18%, ?, 14%, 1%, ?, 11%, -34%, 3%
Cc1ccc(CC(=O)NNC(=O)c2cccs2)cc1C
    13, 9%, 1%, -5%, -722%, 15%, 3%, 3%, 0%
Cc1ccc(CN2CC(N3CCC(Cc4ccccc4)CC3)CS2(=O)=O)cc1 (stereo not given)
    -20, -10%, 0%, ., ., -2%, ?, -4%, ?
CC(=O)N1CCN(Cc2nc3cc(NC(=O)c4ccc(Cl)cc4)ccc3n2C)CC1
    15, -2%, -10%, 5%, 3%, ?, -5%, -12%, ?
Cc1ccc(C2NC(=S)NC3=C2N2CCC3CC2)cc1 (stereo not given)
    14, -4%, 7%, -2%, 0%, 0%, -5%, -3%, -4%
Cc1ccc(-c2ccccc2C2=CC(=O)CC(C)(C)C2=O)cc1
    14, 2%, 13%, ., ., 0%, 11%, -7%, 3%
Cc1cc(-c2csc(N)n2)c(C)n1C
    -7, -5%, -1%, 2%, -1%, ?, 5%, ?, 1%
CN(C)C(=S)NC(=S)Nc1ccc2ccccc2c1
    46, 20%, ?, ?, 18%, 18µM*, -29%, -9%, 2%
CC(Oc1ccccc1)C(=O)Nc1cc(Cl)ccc1-n1cncn1 (stereo not given)
    6, -1%, -3%, 8%, 10%, -22%, 0%, -11%, -2%
COCCN1C(=O)CCC1(C)C(=O)Nc1ccc2ccccc2c1 (stereo not given)
    20, 12%, 0%, ., ., 6%, 13%, 5%, 24%
CC(=O)Nc1cccc(OCC(=O)Nc2ccc(F)cc2)c1
    -7, 29%, 26%, 2%, -3%, 7%, -3%, -35%, 9%
COc1ccccc1NS(=O)(=O)c1ccc2c(c1)CCN2C(=O)CCC(=O)O
    19, -4%, 2%, 0%, 0%, 4%, 6%, 0%, 1%
C=CCN1C=CC(=C/C=C(/C#N)C(=O)OCC)C=C1
    -29, -4%, -3%, 1%, 3%, -2%, 5%, 7%, 4%
C/C=C/n1ccnc1CC(O)(c1ccccc1)c1ccc(C)cc1 (stereo not given)
    -16, -15%, -4%, 1%, -36%[inhibitor], -23%, -3%, -3%, -4%
O=C(Nc1cccc2ccccc12)c1ccccc1NS(=O)(=O)c1cccc2cccnc12
    13, 5%, -6%, -1%, -1%, 7%, 29%, 8%, 2%
CN1CCN(C(=O)c2cnn(-c3ccccc3)c2NC(=O)c2ccccc2Br)CC1
    9, -19%, 8%, -3%, 5%, -14%, 17%, -1%, 13%
COCc1cc(C(C)=O)ccc1OCC(=O)Nc1ccc(NC(C)=O)cc1
    43, -8%, 0%, -1%, -2%, -3%, 6%, 4%, 7%
O=C(CSc1nncs1)Nc1nccs1
    16, 2%, 0%, -16%, -116%[inhibitor], -7%, 18%, -16%, 21%
O=S(=O)(c1ccc(C2CCCCC2)cc1)N1CCCC1
    -65*, -3%, -15%, 10%, -8%, -10%, 2%, -6%, -1%
CC(OC(=O)CCN1C(=O)C2CC=CCC2C1=O)C(=O)Nc1cccc(C#N)c1 (stereo not given)
    10, -1%, 0%, 6%, -3%, 8%, 3%, 10%, 10%
Cc1nc(NC(=O)CN2CCN(c3ccccc3F)CC2)sc1C(=O)N(C)C
    -5, ., 0%, -2%, -2%, 10%, 2%, -1%, -2%
CCc1ccc2[nH]c(C(=O)Nc3ccc(C)c(F)c3)cc2c1
    -14, 21%, -6%, 4%, 4%, -19%, -8%, -4%, 3%
O=C(Nc1cccc(Cl)c1)c1csc([C@@H]2O[C@H](CO)[C@H](O)[C@H](O)[C@H]2O)n1
    12, 7%, 0%, ., ., 4%, 10%, -1%, -1%
c1ccc2c(-n3cnnn3)cccc2c1
    9, 0%, 9%, 0%, -8%, -7%, -21%, 0%, ?
Cc1ccc(S(=O)(=O)N2CCC(C(N)=O)CC2)c(C)c1C
    22, 6%, 2%, -2%, -3%, -17%, 0%, -17%, 0%
O=C(CSc1ncccn1)Nc1cc(Cl)ccc1[N+](=O)[O-]
    30, -2%, 1%, -30%, ?, -1%, 2%, -6%, 0%
CC(C)[C@@H]1Cc2[nH][nH]c(=O)c2[C@H](C)O1
    14, 3%, -11%, ., ., ?, 5%, -5%, 15%
O=C(Nc1ccc(N2CCCC2=O)cc1)c1cncc(Br)c1
    2, 38%[activator], ., -1%, 0%, ., 8%, -2%, 1%
COc1cc(C)c(Br)cc1S(=O)(=O)NCc1cccs1
    4, -16%, ., -2%, -3%, ., -20%, -24%, 0%
COC(=O)[C@@H]1C[C@H]2CC[C@H](O)C[C@H]2N1Cc1ccc(C)s1
    55, 9%, 0%, 5%, 1%, -2%, -3%, 1%, 12%
Cc1cc2[nH]c(=O)c(=O)[nH]c2cc1S(=O)(=O)N(C)C1CCCCC1
    36, -1%, -14%, -5%, -1%, -13%, -8%, ?, -3%
COc1ccccc1N1C[C@@H]2C[C@@H](c3ccco3)N3CCC[C@@]23C1=O
    -11, -10%, ?, -4%, 15%, -5%, 1%, -3%, 0%
C=CC[C@H](CC(=O)NCCO)C(=O)NC[C@@H](OC(=O)[C@@H](CC=C)CC(=O)OC(C)(C)C)c1ccccc1
    13, 10%, 15%, -4%, -31%[inhibitor], 29%, 6%, -2%, 7%
CCc1nc2ccc(C(=O)N(CC)CCN(C)C)cn2c1N(CC)C(=O)NCCc1ccccc1
    -23, 7%, 0%, ., ., -1%, 15%, -3%, -5%
COCc1nnc(NC(=O)c2cccs2)s1
    -11, 7%, 11%, -6%, -3%, ?, 4%, 7%, 3%
CSCCC(NC(=O)c1ccccc1)C(=O)N1CCN(C(c2ccccc2)c2ccccc2)CC1 (stereo not given)
    i, -14%, ?, ?, 0%, ?, 18%, -10%, 1%
Cc1cc(C)n2nc(CC(=O)NC3CCCCCCC3)nc2n1
    20, 1%, 1%, -24%, 13%, -1%, 6%, -4%, 1%
CC1(C)CC(=O)CC(C2(O)C(=O)N(Cc3ccccc3)c3ccccc32)O1 (stereo not given)
    21, 6%, ?, 16%, 2%, ?, -2%, 2%, -4%
O=C(C[n+]1cn(C(F)F)c2ccccc21)c1ccc(Br)cc1
    0, ., -14%, 21%, -4%, -44%, 23%, 5%, 16%
CN1C(=O)C(C)(C)c2cc(S(=O)(=O)N3CCCC(C(=O)Nc4ccc(Cl)cc4)C3)ccc21 (stereo not given)
    -12, ?, -24%, 1%, 11%, ?, -6%, -7%, -20%
COCCN1Cc2cccc(C(=O)Nc3cccc(C)c3C)c2C1=O
    -8, -6%, 14%, 24%, 3%, -16%, -4%, 3%, 0%
O=C(CSc1ccccc1)Nc1ccc2c(c1)C(=O)NC2=O
    5, ., 1%, -5%, -21%, 0%, 8%, -7%, 1%
Cc1ccc(C(=O)NC(=S)Nc2ccc(-c3cc4ccccc4oc3=O)cc2)c(C)c1
    -2, ?, 0%, -5%, -11%, 13%, 8%, -6%, 6%
O=c1oc2ccccc2cc1-c1ccc(O)cc1
    ?, 64%[activator], -12%, -2%, -397%[inhibitor], -6%, 3%, -3%, 0%
Cc1ccccc1OCC(=O)N/N=C1\CCOc2c(C)cccc21
    -2, -11%, 14%, 15%, -3%, -3%, 11%, 7%, 16%
CC(C)(C)OC(=O)C[C@H]1C/C=C\C[C@@H](CC(=O)N(CCO)Cc2ccccc2)C(=O)N2CCC[C@@H]2COC1=O
    -25, 0%, -7%, 0%, -6%, -11%, -2%, 6%, 0%
CCCOc1ccc(N2CC(C(=O)NC3=NCCS3)CC2=O)cc1 (stereo not given)
    0, 5%, 4%, ?, -74%[inhibitor][1.84 µM], 0%, 13%, -5%[57.1 µM], 16%

Compounds were not picked by outcome. Share with any hit: about 12%.
